High-throughput results (PubChem)
STK33 kinase inh: inhibitors of human STK33 kinase; Q9BYT3; purified STK33, MBP phosphorylation, ADP-Glo luminescence; inhibition, % at 10 µM; 0.073% of 320,000 active;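 active means inhibition at or above 25%, using the most active replicate where run in duplicate; inactive means inhibition below 25%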
Target sequence (Q9BYT3 whole entry, looked up): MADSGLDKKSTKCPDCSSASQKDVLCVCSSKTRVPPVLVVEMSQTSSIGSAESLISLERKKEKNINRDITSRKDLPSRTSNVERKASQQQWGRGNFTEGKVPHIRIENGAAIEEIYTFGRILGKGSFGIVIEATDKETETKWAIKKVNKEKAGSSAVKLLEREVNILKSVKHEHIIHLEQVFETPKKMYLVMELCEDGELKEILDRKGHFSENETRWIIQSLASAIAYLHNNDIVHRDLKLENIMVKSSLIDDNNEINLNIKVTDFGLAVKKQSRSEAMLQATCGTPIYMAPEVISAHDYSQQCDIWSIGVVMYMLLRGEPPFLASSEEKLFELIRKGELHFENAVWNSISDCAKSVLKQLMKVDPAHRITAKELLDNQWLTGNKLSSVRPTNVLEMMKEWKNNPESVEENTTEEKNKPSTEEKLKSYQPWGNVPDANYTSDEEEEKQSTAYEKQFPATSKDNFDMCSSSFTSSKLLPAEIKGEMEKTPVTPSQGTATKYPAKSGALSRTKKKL
Kir21 block: Kir2.1 (mouse) channel inhibition | P35561 | B-score at 10 µM | HEK293-Kir2.1, FluxOR thallium flux fluorescence; stronger effect = lower value | AID 1672 | 0.85% of 310,000 active;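 active means fluorescence ratio B-score at or below minus 3 SD of library scores, with starting-brightness B-score within 2 SD, cut at about -4.2 in these data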;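 further: channel flux triggered by added potassium and thallium sulfate stimulus; B-score of peak minus minimum fluorescence over baseline after thallium stimulus; more negative B-score means stronger Kir2.1 block with less thallium influx; some compounds called inactive have numbers as strong as hits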
Target sequence (P35561 whole entry, looked up): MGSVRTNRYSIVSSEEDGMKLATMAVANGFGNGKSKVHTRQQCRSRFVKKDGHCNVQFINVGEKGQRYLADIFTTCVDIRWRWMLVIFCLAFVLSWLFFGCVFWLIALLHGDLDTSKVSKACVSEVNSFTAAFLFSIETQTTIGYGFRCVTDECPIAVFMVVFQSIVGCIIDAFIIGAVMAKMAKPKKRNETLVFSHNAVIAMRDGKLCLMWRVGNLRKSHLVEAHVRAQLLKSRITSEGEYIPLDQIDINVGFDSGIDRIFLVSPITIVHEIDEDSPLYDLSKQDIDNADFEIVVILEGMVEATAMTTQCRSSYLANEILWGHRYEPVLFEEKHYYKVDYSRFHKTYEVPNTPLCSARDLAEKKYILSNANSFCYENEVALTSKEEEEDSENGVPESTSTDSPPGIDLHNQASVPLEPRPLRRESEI
Numbers without * were called inactive; . = not tested or not shown.

SMILES	STK33 kinase inh	Kir21 block
Cn1c(Cc2ccccc2)nnc1SCC(=O)Nc1ccccc1N1CCOCC1	0.5	-0.04
C=CC[C@H](CC(=O)N(CCO)Cc1ccccc1)C(=O)N[C@@H](COC(=O)[C@@H](CC=C)CC(=O)OC(C)(C)C)Cc1c[nH]c2ccccc12	-0.1	.
O=C(CCc1ccccc1Cl)Nc1cccc(S(=O)(=O)N2CCCC2)c1	-0.1	0.23
COc1ccccc1-c1nnc(NC(=O)C(C)SC2=NCCS2)s1 (stereo not given)	-0.6	1.4
O=C(NCCS(=O)(=O)N1CCN(c2ccccc2F)CC1)c1ccc(F)c(F)c1	-1.9	1.4
Cc1nn(-c2ccccc2)c(Cl)c1C(=O)N1CCN(C)CC1	3.3	1.7
COc1ccccc1C(=O)NCCN1CCN(c2ccccc2)CC1	-3.3	-0.47
CC1CCCN(S(=O)(=O)c2ccc(N(C(=O)c3cnccn3)C(C(=O)NC3CCCCC3)c3cccs3)cc2)C1 (stereo not given)	-1.2	-0.01
COc1ccccc1C(C)NC(=O)c1cc(S(=O)(=O)N2CCCCC2)ccc1C (stereo not given)	0.7	.
CCOc1ccc(NC(=O)NCCCCc2ccccc2)cc1	-2.9	-1.3
COc1ccccc1NC(=O)c1cc(S(=O)(=O)NC2CCCC2)ccc1F	-0.3	-0.68
O=C(NC1CC1)C1CCN(S(=O)(=O)c2cc([N+](=O)[O-])ccc2Cl)CC1	-1.9	.
O=C(CS(=O)(=O)Cc1ccccc1)Nc1ccc(S(=O)(=O)N2CCOCC2)cc1	0.1	-1.3
O=C(Nc1ccc(Cl)cc1C(F)(F)F)c1ccccc1Cl	.	-0.29
O=C(NCc1ccncc1)C(=O)N/N=C/c1cccnc1	1.0	-0.04
COc1ccc(/C=N\NC(=S)SCN2C(=O)C3CCC(C)(C2=O)C3(C)C)cc1 (stereo not given)	-2.2	0.11
CC[n+]1c(C)sc2sc3ccccc3c21	0.2	-0.02
Nc1ccc(O)c2c1C(=O)c1ccccc1C2=O	12	-0.54
O=C(Cc1coc2cc3c(cc12)CCC3)OCc1cc(=O)n2c(n1)sc1ccccc12	-0.7	1.5
CC(=O)N(Cc1c(C)nn(-c2ccccc2)c1Cl)c1ccc(Cl)cc1	1.2	-5.1*
CCOc1ccc2c(=O)c(Oc3ccccc3)c(C)oc2c1	-3.1	-1.8
O=C(COc1ccccc1)Nc1nc2cc3c(cc2s1)OCCO3	-1.9	0.03
COC(=O)c1cc(-c2ccccc2)sc1N	-1.4	-0.17
CC(=O)C1=C(O)C(=O)N(Cc2ccccc2)C1c1ccccc1F (stereo not given)	-0.3	0.05
Clc1cc(NC2CCCCC2)ncn1	-1.9	0.46
SMILES	STK33 kinase inh	Kir21 block
CCOc1cc(/C=N/Nc2ccc(C(=O)O)cc2)ccc1OC(=O)c1ccccc1C	-1.5	0.9
CCCc1cc(=O)[nH]c(SCC(=O)NC2CCCc3ccccc32)n1 (stereo not given)	0.0	0.25
CCOC(=O)c1cc2sccc2n1CC(=O)C(C)(C)C	1.1	0.13
O=C(CCCOc1ccc(Cl)cc1Cl)Nc1ccccn1	-0.2	-0.47
Cc1ccc(NC(=O)C(c2ccccc2)N2CCN(CC(=O)NC3CC3)CC2)cc1 (stereo not given)	0.2	.
CCS(=O)(=O)Nc1cccc(C2=NN(S(=O)(=O)CC)C(c3ccccc3)C2)c1 (stereo not given)	-0.9	0.18
O=C(N1CCCCCC1)N1CCN(S(=O)(=O)N2CCOCC2)CC1	-1.0	-0.33
COC(=O)C1CCN(C(=O)c2ccc3nccnc3c2)CC1	-0.9	1.6
Cc1cccc(C)c1-n1nnnc1S(=O)(=O)Cc1ccccc1Cl	-1.2	.
Cc1ccc(CNC(=O)COC(=O)c2cccc(S(=O)(=O)N3CCCCC3)c2)cc1	-2.2	.
CC1CCCC(NC(=O)c2ccc3c(c2)OCCO3)C1C (stereo not given)	0.1	.
CCNC(=O)N1CCCC(C(=O)c2ccc(OC)c(OC)c2)C1 (stereo not given)	-1.7	-1.3
C=CCn1c(N2CCCC2)nc2c1c(=O)n(C)c(=O)n2C	6.7	0.06
CN(c1ccccc1)c1ccc(/C=N/NC(=O)CC#N)cc1	-0.9	0.1
CCc1ccc(Nc2nnc(SCc3cc(=O)n4ccsc4n3)s2)cc1	0.6	0.58
O=c1cc(N2CCOCC2)[nH]c(=O)n1Cc1ccc(F)cc1	-2.4	-0.89
COCCN1Cc2cccc(C(=O)NCc3ccc4c(c3)OCO4)c2C1=O	-0.4	0.75
COC(=O)c1ccc(S(=O)(=O)N2C3CCC2CC(NC(=O)C2CC2)C3)cc1 (stereo not given)	-1.1	-0.6
Cc1ccc(/C=N/NC(=O)c2ccc(Cn3cc([N+](=O)[O-])cn3)o2)cc1	-1.3	0.8
CCn1cc(C(=O)N[C@@H](C)C(=O)NCCCn2ccnc2)c(=O)c2cc3c(cc21)OCO3	0.3	-0.03
CCOC(=O)C1CCCN(c2nc3ccccc3nc2C(C#N)C(=O)OC(C)COC)C1 (stereo not given)	-0.8	0.53
O=C(CCCCCN1C(=O)c2ccccc2C1=O)Nc1ccc(C(=O)O)cc1	-1.4	3
O=C(CN1CCCCC1)N1c2ccccc2CCc2ccccc21	-1.5	0.85
COc1ccccc1CC(=O)Nc1nc(-c2ccc(F)c(F)c2)cs1	-1.1	-0.03
COCCNC(=O)c1nc2ccccc2s1	-1.4	0.18

Looked up by compound from the entries so far:
SMILES	STK33 kinase inh	Kir21 block
CCOc1cc(/C=N/Nc2ccc(C(=O)O)cc2)ccc1OC(=O)c1ccccc1C	-1.5	0.9
CCOC(=O)C1CCCN(c2nc3ccccc3nc2C(C#N)C(=O)OC(C)COC)C1 (stereo not given)	-0.8	0.53
CC1CCCN(S(=O)(=O)c2ccc(N(C(=O)c3cnccn3)C(C(=O)NC3CCCCC3)c3cccs3)cc2)C1 (stereo not given)	-1.2	-0.01
Nc1ccc(O)c2c1C(=O)c1ccccc1C2=O	12	-0.54

Record cards, from the list above. Values in the order: STK33 kinase inh	Kir21 block
CC1CCCN(S(=O)(=O)c2ccc(N(C(=O)c3cnccn3)C(C(=O)NC3CCCCC3)c3cccs3)cc2)C1 (stereo not given) in the list: -1.2	-0.01
CC(=O)C1=C(O)C(=O)N(Cc2ccccc2)C1c1ccccc1F (stereo not given) in the list: -0.3	0.05
COc1ccccc1-c1nnc(NC(=O)C(C)SC2=NCCS2)s1 (stereo not given) in the list: -0.6	1.4
CCS(=O)(=O)Nc1cccc(C2=NN(S(=O)(=O)CC)C(c3ccccc3)C2)c1 (stereo not given) in the list: -0.9	0.18
Cc1cccc(C)c1-n1nnnc1S(=O)(=O)Cc1ccccc1Cl in the list: -1.2	.

The list continues:
SMILES	STK33 kinase inh	Kir21 block
COc1ccc(C(=O)N[C@H](C(=O)Nc2ccc(S(=O)(=O)N3CCOCC3)cc2)C(C)C)cc1	-0.5	0.28
OC(CNCc1ccccc1)Cn1ccc2ccccc21 (stereo not given)	-1.4	-5.2*
CCn1c(COc2ccc3c(c2)OCO3)nnc1SCC(=O)c1ccc(Cl)cc1	0.2	-0.88
O=C(NCC(=O)N(Cc1ccc(F)cc1)C(C(=O)NCC1CCCO1)c1ccccc1)c1ccco1 (stereo not given)	-2.1	0.98
CC(C)(C)c1cc(C(=O)O)c(CN2CCCCC2)o1	0.6	1.1
COc1ccc(Cn2c(=S)[nH]c3ccsc3c2=O)cc1	1.2	-2
COc1ccc(-c2nnc3ccc(SCC(=O)NCC4CCCO4)nn23)cc1 (stereo not given)	0.9	0.04
COc1ccc(Nc2nc3ccccc3nc2NS(=O)(=O)c2cccs2)c(OC)c1	-0.7	0.11
COc1ccc(Br)cc1CNc1ccccc1	-0.9	-0.67
Cc1ccc(SCCC(=O)NNC(=O)c2ccccc2F)cc1	0.2	.
CCCOc1cc(C)nc(-c2ccccc2O)n1	-2.3	-0.09
COc1ccc(Cl)cc1C(=O)NNC(=O)c1nn(C)c(=O)c2ccccc12	0.1	.
Cc1ccc(N(CC(=O)N/N=C/c2cccs2)S(C)(=O)=O)cc1Cl	-2.0	-0.38
COC(=O)c1cccc(NC(=S)NCCC2=CCCCC2)c1	-0.7	-2.4
CCn1nc(C(=O)NNC(=O)CCOc2cc(C)ccc2C)c2ccccc2c1=O	-3.6	-2.3
O/N=C/c1ccccc1OCc1ccccc1F	0.8	-1.7
COC(=O)CC1(C(=O)OC)Oc2ccc(Br)cc2C(=O)N1c1cccc(Cl)c1Cl (stereo not given)	-3.1	-0.98
O=C(CC1CCCCC1)NC1CCCC1	-0.6	-0.13
CN(C(=O)c1nn(C)c2c1CSc1ccccc1-2)c1ccccc1Cl	-1.2	-0.74
CC(C)(O)CCC(C)(C)O	-1.0	.
Cc1ccc(CN=C(N)Nc2nc(C)cc(C)n2)cc1	-1.0	-1.9
CCOC(=O)N1CCN(S(=O)(=O)N2CCCC(C(=O)NCCc3ccc(Cl)cc3)C2)CC1 (stereo not given)	-0.3	-0.15
Cc1ccc(/C=C(/C#N)c2nc(CCN3C(=O)c4ccccc4C3=O)cs2)cc1	-0.9	0.62
COC(=O)c1ccc(NC(=O)NS(=O)(=O)c2ccc(C)cc2)cc1	.	0
Cc1ccccc1OCc1nnc(SCC(=O)N2CCc3ccccc32)n1C	-0.1	0.95
SMILES	STK33 kinase inh	Kir21 block
COc1ccc(S(=O)(=O)N2CCCCCC2)cc1C(=O)OC(C)C(N)=O (stereo not given)	-0.6	-0.54
COC(=O)C(Cc1ccc(O)cc1)NC(=O)CCOc1ccc(OC)cc1 (stereo not given)	-1.9	0
CCOC(=O)c1c(CSC(=N)N)n(-c2ccc(C)cc2)c2cc(Br)c(OC(C)=O)cc12	5.8	-15*
CCC(CC)C(=O)c1c[nH]c(C(=O)NCC2CCCO2)c1 (stereo not given)	-0.8	2.2
O=C(Nc1ccccc1)N(CCN1CCOCC1)Cc1ccccc1F	0.6	0.47
O=C(c1cc(-c2cccs2)nn1-c1ccccc1)N1CCN(S(=O)(=O)c2ccccc2)CC1	-1.6	-0.17
CC(=O)N1CCCc2cc(S(=O)(=O)NCc3ccc(C)cc3)ccc21	-0.3	0.02
Cc1ccc(OCc2nnc(SCC(=O)Nc3ccc(N4CCOCC4)cc3)o2)cc1	-0.1	0.15
CC(CNS(=O)(=O)c1ccc2c(c1)NC(=O)CCS2)c1ccccc1 (stereo not given)	-0.6	-2.3
O=C(NCCCN1CCOCC1)c1ccc(Sc2ccccc2Cl)c([N+](=O)[O-])c1	0.0	-0.48
CCN(CC)C(=O)N1CCN(S(=O)(=O)c2c(C)cc(C)cc2C)CC1	-1.6	-1.1
O=C(COC(=O)c1ccc(S(=O)(=O)N2CCCC2)cc1)NCCc1ccc(F)cc1	-1.7	.
COC(C/C=C\[C@H](O)[C@H](C)OCc1ccccc1)OC	0.0	2.1
O=C(CCN1C(=O)/C(=C/c2cccs2)SC1=S)Nc1ccc(C(=O)O)c(O)c1	-5.0	-0.51
O=C(N/N=C/c1ccc(Cl)cc1)c1sccc1OCc1ccc(F)cc1	0.0	-1.8
CCOC(=O)CSc1nc2ccccc2c(=O)n1CC	0.0	2.3
COc1nc2ccccc2nc1N1CCN(c2ccc(F)cc2)CC1	-1.8	-0.05
CN(C)S(=O)(=O)c1ccc(C(=O)OCCc2ccccc2)cc1	-2.3	-0.6
Cn1cc([N+](=O)[O-])c(C(=O)N/N=C\c2c[nH]c3ccccc23)n1	.	-0.26
O=C(NCCN1CCCCC1)c1cc(Cl)ccc1Cl	-1.0	0.05
CCOCCCNC(=O)C(NC(=O)Cc1cccs1)c1ccc(C)cc1 (stereo not given)	-3.5	0.23
CC(CNC(=O)CCn1ccc2cc(S(=O)(=O)N3CCCC3)ccc21)c1ccccc1 (stereo not given)	-0.7	-0.88
COc1ccc(NC(=O)c2ccc(NC(=O)CSc3nc(N)cc(=O)[nH]3)cc2)cc1	1.0	.
NS(=O)(=O)c1ccc(NC(=O)COC(=O)COc2ccc(Cl)cc2)cc1	-1.5	-0.75
COC(=O)c1cn(CC(=O)Nc2ccc(OC)cc2)c2ccccc12	-4.1	0.22
SMILES	STK33 kinase inh	Kir21 block
O=C(Nc1nncs1)c1ccc(S(=O)(=O)c2ccccc2)cc1	1.5	0.43
Cc1cccc(CC(=O)NC2CCN(C)CC2)c1	15	-0.06
CCN(CC)CCNCC(=O)Nc1ccc(Oc2ccccc2)cc1	0.0	-0.09
O=C(NCc1ccccn1)c1cccc(NS(=O)(=O)c2ccc(Br)cc2)c1	0.9	.
CC(C)COC(=O)n1c(=O)oc2ccc(S(=O)(=O)N3CCCCC3)cc21	-0.2	0.06
Cc1ccc(S(=O)(=O)N2CC(O)C2)cc1	-0.4	1.9
CCOC(=O)c1cc(-c2ccccc2)n(Cc2cc(CC)no2)n1	0.5	0.02
CCc1ccccc1NC(=O)COc1cccc2ccc(C)nc12	0.2	0.38
Cc1cccc(-n2c(O)c(C=Nc3ccc4c(c3)OCO4)c3ccccc3c2=O)n1	-1.4	1
COC(=O)C1=C(C)NC(=O)CC1c1ccccc1OC (stereo not given)	-1.8	-0.44
CCC(C)Sc1nc2c(c(=O)[nH]c(=O)n2C)n1Cc1ccc(Cl)cc1 (stereo not given)	0.2	0.59
COc1ccc(COC(=O)c2n[nH]c3ccccc23)cc1F	.	-0.13
CCCn1c(N)c(C(=O)NS(=O)(=O)c2ccc(C)cc2)c(=O)n(C)c1=O	-1.0	-0.26
CCCCNC(=O)CCCCCn1c(=O)[nH]c2cc(OC)c(OC)cc2c1=O	-1.0	1.9
CC(C)[C@H](NC(=O)c1cccc(S(=O)(=O)N2CCOCC2)c1)C(=O)Nc1nccs1	-0.1	-1.3
CN(CC(=O)Nc1nc2ccccc2s1)S(=O)(=O)c1ccccc1	1.2	0.31
COc1ccccc1C(=O)Nc1nnc(-c2ccc(Cl)cc2)o1	-0.1	0.05
